Screening results deposited in PubChem by National Center for Advancing Translational Sciences (NCATS).
Rab9 prom act: activators of Rab9 promoter | Huh7 Rab9 promoter-luciferase reporter, luminescence, 24 h | 2.8% of 320,000 active | AID 485297 | Potency, µM (series often up to 9.22 µM), for the others: top-dose activation, negative = inhibition, hits mostly activators; note: potency is the fitted concentration of half-maximal effect; % of control where 0% means no effect; nearly all actives have a fitted effect of over 60% in size
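Stable Rab9-luc Huh7, 1500 cells/well, 2 h settle; cmpd in DMSO, 24 h, 37 °C/5% CO2; luciferase reagent 10 min RT; luminescence.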
FLuc modulator: firefly luciferase modulation, counter-screen for miR-21 project; AID 588342; 6.9% of 360,000 active; purified FLuc, Km substrates, luminescence inhibition; Potency, µM (doses to about 57.5 µM), without a hit: at the highest dose activity change, negative = inhibition, most hits filed as inhibitors;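 note: potency is the fitted concentration of half-maximal effect; plate controls were vehicle for no effect and reference inhibitor for full effect; nearly all actives have a fitted effect of over 55% in size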
Target sequence (P08659 whole entry, looked up): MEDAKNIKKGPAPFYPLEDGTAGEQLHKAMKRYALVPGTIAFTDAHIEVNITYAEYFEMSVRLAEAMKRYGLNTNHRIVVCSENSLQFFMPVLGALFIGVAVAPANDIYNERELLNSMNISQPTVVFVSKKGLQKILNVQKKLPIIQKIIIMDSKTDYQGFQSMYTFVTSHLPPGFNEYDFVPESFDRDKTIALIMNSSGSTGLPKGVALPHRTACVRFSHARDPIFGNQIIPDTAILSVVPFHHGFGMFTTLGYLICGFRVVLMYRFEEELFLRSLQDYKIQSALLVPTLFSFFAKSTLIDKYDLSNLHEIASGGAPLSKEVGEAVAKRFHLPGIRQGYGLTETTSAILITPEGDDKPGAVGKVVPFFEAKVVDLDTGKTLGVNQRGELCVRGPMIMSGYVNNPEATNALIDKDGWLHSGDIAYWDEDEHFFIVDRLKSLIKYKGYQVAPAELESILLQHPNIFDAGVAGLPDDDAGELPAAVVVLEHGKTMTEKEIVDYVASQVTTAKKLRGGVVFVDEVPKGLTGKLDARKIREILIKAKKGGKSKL
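Purified P. pyralis luciferase, 10 nM final, with Km-level 10 uM D-luciferin and 10 uM ATP in 50 mM Tris acetate pH 7.5, 10 mM Mg acetate, 0.01% Tween-20, 0.05% BSA; 6-point qHTS titration about 60 µM downward; luminescence read.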
ELG1 genotox: induces genotoxicity in HEK293T cells with luciferase-tagged ELG1; 1.3% of 330,000 active; Potency, µM (series often up to 46 µM), inactives show top-dose activity change, positive = activation, usual class: activators; AID 504466; HEK293T ELG1-luciferase reporter, luminescence, 16 h; note: potency is the fitted concentration of half-maximal effect; % of control where 0% means no effect; nearly all actives have a fitted effect of over 60% in size
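Genotoxicity was scored as increased ELG1-luciferase reporter signal, measured by ONE-Glo luminescence (30 min, room temperature). Compound or vehicle exposure of the HEK293T reporter cells lasted 16 hr at 37°C.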
VP16 counter: Gal4-VP16 reporter inhibition counter-screen; 3.5% of 310,000 active; Drosophila S2 Gal4-VP16 UAS-luciferase, luminescence, 20 h; Potency, µM (titrated, usually from 53.6 µM), without a hit: top-dose activity, negative = inhibition, most hits filed as inhibitors;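 note: Gal4-VP16 expression switched on by copper sulfate through the metallothionein promoter; potency is the fitted concentration of half-maximal effect; % is set by controls: 0 for no effect and ±100 for the full control effect; nearly all actives have a fitted effect of over 50% in size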
Giardia kill: kills Giardia lamblia; AID 540267; Giardia lamblia trophozoite viability; activity change, % at 7.66 µM, hits read low; 0.15% of 340,000 active; in the data active = activity change below about -80%; inconclusive = between about -30% and that limit;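 note: parasites exposed to compound for two days anaerobically before the ATP read; % is set by controls: 0 for no effect and ±100 for the full control effect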
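Trophozoites 100 cells/well + cpd; 48 hrs, 37 deg C, anaerobic. ATPLite 1-Step added, 15-30 min RT, luminescence read (ATP-based viability).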
PKM2 act: increases activity of human pyruvate kinase M2; P14618; purified PKM2, Kinase-Glo ATP luminescence, activation; response scale: 0% is enzyme alone, no compound; Potency, µM (highest dose often 57.5 µM), inactives show at the top dose activation, hits mostly activators; 0.34% of 260,000 active; AID 1631; note: potency is the fitted concentration of half-maximal effect; % is set by controls: 0 for no effect and ±100 for the full control effect; nearly all actives have a fitted effect of over 55% in size
Target sequence (P14618 whole entry, looked up): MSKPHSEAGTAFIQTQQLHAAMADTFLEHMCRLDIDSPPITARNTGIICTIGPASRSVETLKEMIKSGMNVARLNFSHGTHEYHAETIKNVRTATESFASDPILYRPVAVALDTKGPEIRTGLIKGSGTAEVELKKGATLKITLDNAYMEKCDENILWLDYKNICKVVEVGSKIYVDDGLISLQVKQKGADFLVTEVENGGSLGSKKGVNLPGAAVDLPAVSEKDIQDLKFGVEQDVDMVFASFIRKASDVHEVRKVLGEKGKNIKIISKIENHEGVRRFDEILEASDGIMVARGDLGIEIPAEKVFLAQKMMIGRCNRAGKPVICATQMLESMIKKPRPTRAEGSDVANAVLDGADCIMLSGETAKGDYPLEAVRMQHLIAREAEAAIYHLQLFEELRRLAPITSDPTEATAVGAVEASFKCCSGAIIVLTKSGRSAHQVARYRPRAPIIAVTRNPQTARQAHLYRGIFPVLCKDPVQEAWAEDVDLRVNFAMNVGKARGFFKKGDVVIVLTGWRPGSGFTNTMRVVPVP
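Kinase-Glo luminescence reports ATP generated from ADP (0.1 mM) and PEP (0.5 mM) by purified hPK-M2 after 1 h at room temperature, pH 7.2 imidazole buffer; intermediate enzyme activity allows detecting inhibitors and activators.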
Menin MLL FP TR: displaces Texas Red mutant MLL peptide from human menin; Menin + Texas Red MLL mutant peptide, fluorescence polarization; Potency, µM (titrated, usually from 61.6 µM), for inactives: at the top dose FP activity change, negative = inhibition, most hits filed as inhibitors; 0.23% of 270,000 active; AID 1768; active = well fitted inhibition curve with a large enough effect in the polarisation, with a control signal flat, not every such curve was filed as active; inconclusive = small, poorly fitted or top-dose-only effect, or effect the other way, or a change in a side signal; inactive = no such curve, though single readings can be large or run the other way; the % refers to the polarisation; note: potency is the fitted concentration of half-maximal effect; % of control where 0% means no effect; many of its hits are not listed in these tables
BRCA1 expr act: activators of BRCA1 expression; MCF7-BRCA1-FFLuc reporter, luminescence, 48 h; response scale: scaled: vehicle 0%, 10 µM genistein 100%; Potency, µM (titrated, usually from 46.1 µM), without a hit: at the highest dose activation, most hits filed as activators; 1.1% of 380,000 active; AID 624202; note: potency is the fitted concentration of half-maximal effect; nearly all actives have a fitted effect of over 80% in size; some results filed as inactive show a strong effect at the top dose
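Cells: MCF7-BRCA1-FFLuc, 2000/well. Exposure: 48 h, 37 °C, 5% CO2. Read: luminescence, 15 min post-substrate. Controls: genistein 10 microM (maximal activation), DMSO (neutral).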
NPC1 promoter act: activates the NPC1 promoter | 2.4% of 320,000 active | Huh7 NPC1 promoter luciferase reporter, 24 h | Potency, µM (titrated, usually from 9.22 µM), for the others: top-dose activation, usual class: activators;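 note: potency is the fitted concentration of half-maximal effect; % of control where 0% means no effect; nearly all actives have a fitted effect of over 60% in size; reporter is driven by a mutant NPC1 promoter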
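Stable NPC1-promoter luciferase Huh7 line; cpd (DMSO) 24 h, 37 °C, 5% CO2; Amplite luciferase reagent 10 min RT; luminescence readout. qHTS format.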
p53 reactivator: re-activators of mutant p53. 0.063% of 320,000 active. Potency, µM (highest dose often 92.2 µM), inactives show at the top dose activity change, positive = activation, hits mostly activators. H1299 p53-A138V BP100-luciferase reporter, luminescence, 24 h. AID 504706; note: potency is the fitted concentration of half-maximal effect; % of control where 0% means no effect; nearly all actives have a fitted effect of over 45% in size
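p53-null H1299 cells stably carrying temperature-sensitive p53-A138V and a BP100-luciferase reporter were pinned with compounds (4-point, 1:5 series) and held 24 hrs at 37 deg C. Luminescence was read 10 min after detection reagent.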
RORgamma inh: inhibitors of mouse ROR gamma transcriptional activity. P51450. Drosophila S2 Gal4-RORgamma UAS-luciferase reporter, 20 h. Potency, µM (top dose mostly 53.6 µM), for the others: at the highest dose activity change, negative = inhibition, hits mostly inhibitors. 5.4% of 310,000 active; note: potency is the fitted concentration of half-maximal effect; % is set by controls: 0 for no effect and ±100 for the full control effect; nearly all actives have a fitted effect of over 60% in size
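Drosophila Schneider cells stably carrying a metallothionein-driven Gal4 DBD–ROR gamma fusion and a UAS-Photinus luciferase reporter were exposed to compound for 1 hr, then induced with copper sulfate (700 uM final) for 20 hr at ambient temperature before luminescence reading.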
An asterisk follows results filed as active; u = inconclusive; x = no result given; [ ] = another dose, or the depositor's remark. Unless noted, calls come from the whole dose curve; as a rule, active = well fitted curve in the direction sought with a large enough effect; inconclusive = small, poorly fitted or top-dose-only effect, or another doubt; inactive = no such curve, though single readings can be large; an effect the other way counts as inactive or inconclusive. Some of the compounds tested. The share of hits here may be higher or lower than overall.

SMILES | Rab9 prom act | FLuc modulator | ELG1 genotox | VP16 counter | Giardia kill | PKM2 act | Menin MLL FP TR | BRCA1 expr act | NPC1 promoter act | p53 reactivator | RORgamma inh
NC(=O)C1CCN(C(=O)c2ccc3c(=O)n(Cc4ccco4)c(SCc4ccc([N+](=O)[O-])cc4)nc3c2)CC1 | 1.7% | -0.8% | -2.4% | -2.8% | -0.7 | x | x | -41.4% | 26.3% | -2.6% | 4.9%
O=C(NCCCn1ccnc1)/C(=C\c1ccc(Br)cc1)NC(=O)c1ccccc1F | 2.0% | -3.8% | -6.5% | -0.7% | -8.2 | 1.0% | x | -28.5% | -2.7% | 1.8% | 1.1%
CC(=O)Nc1cccc(NC(=O)CSc2nnc(NC(=O)C3CC3)s2)c1 | 4.3% | u | 9.7% | -4.8% | 10.5 | -1.9% | -2.8% | -31.8% | 1.1% | 4.3% | u
Fc1ccc(-n2c(-c3cc(C4CC4)[nH]n3)n[nH]c2=S)cc1Cl | 14.1% | -12.2% | 2.0% | -4.7% | -15.0 | 2.2% | x | 0.0% | -1.8% | -2.1% | u
O=C(c1noc2c1CCCC2)N1CCN(c2ccc(F)cc2)CC1 | -8.5% | 1.2% | -3.9% | 3.5% | 5.3 | -1.6% | 14.4% | 1.2% | -3.2% | -3.0% | 31.5%
O=C(Nn1c(C2CCC2)nc2ccccc2c1=O)C1CCC1 | -5.5% | 5.7% | 1.4% | -8.7% | -12.5 | -2.5% | 17.1% | -6.5% | -2.9% | 0.6% | 9.2%
Cc1cc(C)nc(NS(=O)(=O)c2ccc(NC(=O)C3(c4ccccc4)CCCC3)cc2)n1 | -2.7% | 6.2% | 1.2% | -3.4% | -17.8 | 19.4% | 23.0% | 3.7% | -3.6% | 0.6% | 21.9%
CCN1CCN(C(=O)C2CCC(=O)N(CCCN3CCCC3=O)C2)CC1 (centres undefined) | 0.4% | 1.9% | 1.1% | -3.7% | -16.0 | x | 16.7% | 13.1% | -4.1% | 15.2% | -17.2%
COc1ccc(S(=O)(=O)N2CC(=O)Nc3ccccc32)cc1Cl | 6.6% | 1.2% | 1.0% | x | -12.3 | -0.4% | 10.3% | -20.2% | 2.1% | x | x
O=C1CCN(C(=O)c2ccc(Cl)cc2)N1 | 7.0% | -7.2% | 1.7% | -21.6% | -5.2 | x | 1.0% | 2.1% | -3.2% | 0.0% | -8.4%
Cc1c(N=C(N)/N=C(\N)Nc2ccc(Br)cc2)c(=O)n(-c2ccccc2)n1C | -4.6% | 0.8% | -3.2% | -5.0% | -0.1 | 1.1% | -20.0% | -10.5% | -1.5% | -23.5% | -9.3%
Cc1[nH]nc(Sc2ccccn2)c1[N+](=O)[O-] | -4.5% | -1.5% | 2.0% | -12.3% | 14.3 | -2.3% | 12.4% | 42.3% | -2.1% | 27.9% | -9.8%
C=CCNC(=O)c1ccc(OC)cc1OC | -3.9% | 3.0% | 1.6% | -1.2% | -4.6 | 9.3% | -3.6% | 1.9% | -3.6% | 6.6% | u
Cc1cc(C)c(S(=O)(=O)n2cc(C(C)C(N)C(=O)O)c3ccccc32)c(C)c1 (centres undefined) | -2.5% | 1.3% | -4.9% | x | 5.7 | x | x | 4.8% | -5.1% | -1.3% | x
Cc1cc(NC(=O)CSc2nc3cc(Cl)ccc3s2)no1 | -0.7% | 5.5% | 13.5% | 4.3% | -7.1 | 1.2% | x | -0.8% | -1.4% | 4.1% | -13.6%
Cc1cc(=O)oc2cc(OCC(=O)N3CCN(c4ccc(F)cc4)CC3)ccc12 | -5.3% | -0.4% | -5.3% | -7.2% | 2.2 | x | x | -4.5% | -2.9% | -6.0% | 3.6%
O=C(NC1(C(F)(F)F)NC(=O)N(Cc2cccnc2)C1=O)c1ccccc1 (centres undefined) | -5.0% | 3.8% | 0.6% | -7.1% | 10.2 | -0.3% | 18.2% | 8.2% | 1.1% | 2.7% | 0.9%
CCCCCCN1N=C(C)C(C(=O)c2ccc(Cl)cc2)C1=O (centres undefined) | 0.0% | 2.8% | -5.8% | u | -0.2 | 0.8% | -11.4% | -55.8% | -0.2% | 8.2% | u
CCOc1cc(/C=N/n2c(COc3ccccc3)n[nH]c2=S)ccc1O | 1.5% | -2.2% | -1.3% | u | -29.5 | x | -16.6% | 0.0% | 0.5% | 3.7% | 5.01µM*
O=P1(c2ccccc2)C=Cn2c1cc1c2CCCC1 (centres undefined) | 5.1% | 4.8% | -0.7% | -0.6% | -6.5 | 0.2% | -6.5% | 0.0% | -1.9% | -1.9% | 2.6%
O=C1N/C(=N/O)S/C1=C/c1cccc([N+](=O)[O-])c1 | -0.6% | 21.3µM* | 5.0% | -10.4% | 9.0 | -5.8% | u | 38.1% | 9.5% | 22.6% | 15.7%
COc1cc(C2CC(=O)Oc3c2c(=O)n(C)c2ccccc32)ccc1O (centres undefined) | 9.1% | u | 5.7% | -11.9% | -11.3 | 2.8% | 0.1% | -1.7% | -7.5% | 2.1% | -14.5%
O=C(Cc1ccccc1)N/N=C/c1ccc(Cl)cc1Cl | 8.2% | -11.1% | -0.1% | u | 8.6 | -1.7% | -3.3% | 17.9% | 1.5% | -7.2% | -48.3%
O=C(N/N=C(\c1ccccc1)c1ccccn1)c1ccccc1Cl | -32.2%[inhibitor] | -12.7% | u | 1.12µM* | -7.8 | 3.8% | -16.4% | -91.8% | u | u | 0.708µM*
COc1ccc(Nc2cccc(Cl)c2)c(C(=O)O)c1 | -1.9% | 6.8% | -1.1% | -9.5% | 9.9 | 0.4% | u | -23.7% | -3.3% | 5.5% | u
SMILES | Rab9 prom act | FLuc modulator | ELG1 genotox | VP16 counter | Giardia kill | PKM2 act | Menin MLL FP TR | BRCA1 expr act | NPC1 promoter act | p53 reactivator | RORgamma inh
Cc1c(NC(=O)C(C)Sc2ncnc3ccccc23)c(=O)n(-c2ccccc2)n1C (centres undefined) | 1.5% | -2.3% | -6.9% | 5.2% | -14.9 | -7.4% | -7.4% | -14.2% | 0.5% | -0.8% | 4.1%
Cc1csc2c(N3CCN(C(=O)Nc4ccc(Cl)c(Cl)c4)CC3)ncnc12 | -2.0% | u | -8.2% | -23.8% | -16.7 | 1.1% | x | 0.6% | -4.3% | -4.9% | u
CC(C)CCNC(=O)C1CCN(Cc2cccc(OCc3ccccc3)c2)CC1 | 10.2% | -13.9% | -8.4% | 5.3% | -4.2 | 5.9% | -18.8% | -51.4% | 6.8% | 18.2% | 43.4%
O=C(Nc1cc2c(cc1Cl)OCCCO2)c1ccc(F)cc1 | 2.82µM* | 12µM* | u | -0.7% | 6.3 | -7.1% | 2.5% | u | u | u | 12.4%
CC(=O)c1ccc(N2CCN(C(=O)c3c(-c4ccccc4Cl)noc3C)CC2)cc1 | -5.8%[1.84 µM] | 1.8% | -9.0% | 10.5% | 7.6 | -5.0% | x | -30.3% | -3.2% | -2.0% | 1.1%
CC1CC(C)(C)CC(=O)C1C(=O)c1ccccc1 (centres undefined) | -3.3% | 4.4% | 1.4% | x | -17.2 | x | x | 11.6% | 0.3% | -1.1% | x
CC(C)(C)CC(=O)O/N=C(\N)c1ccccn1 | 0.631µM* | 4.78µM* | 2.59µM* | -15.4% | -4.6 | 11.1% | -3.6% | 5.01µM* | 0.562µM* | u | 29.1%
CCCCCCC(C)n1cc(C(C)=O)c(=O)[nH]c1=O (centres undefined) | -3.8% | -2.1% | 0.1% | -2.6% | 7.1 | -3.0% | -18.8% | 0.4% | -3.2% | -5.0% | -3.2%
Cc1ccc(-n2c(SCC(N)=O)nnc2-c2ccccn2)cc1 | 1.4% | 1.8%[2.3 µM] | -1.1% | -10.3% | -1.5 | -2.5% | -23.9% | 1.5% | 1.6% | 0.4% | -0.2%
Cc1cc(NC(=O)Cn2nnc3sc4c(c3c2=O)CCC(C(C)(C)C)C4)no1 (centres undefined) | 6.3% | -7.7% | -1.6% | -3.1% | -2.9 | 4.3% | -18.8% | -33.6% | -0.8% | -3.2% | -16.7%
CCc1ccccc1NC(=O)N1CCCC(CCC(=O)N(C)CCc2ccccn2)C1 (centres undefined) | -0.3% | -0.4% | -0.6% | 13.3% | -23.0 | 1.2% | 2.3% | 0.6% | -7.1% | 3.2% | -17.5%
CC1(C)CCC2=C(O1)c1ccccc1C(=O)C2=O | -43.5%[inhibitor][46.1 µM] | x | x | 5.62µM* | x | x | u | -68.8% | -30.0%[46.1 µM] | x | 2.51µM*
